Pf growth 96h: inhibits malaria parasite growth, 96 h | P. falciparum luciferase reporter growth, 96 h | Potency, µM (highest dose often 28.7 µM), without a hit: at the highest dose activity change, negative = inhibition, actives largely listed as inhibitors | 6.9% of 320,000 active; further: potency means the concentration at half of the fitted maximal effect; on the % scale 0 is the no-effect control and ±100 the full control effect
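Two parasite generations (96 h, 37 C, 5% CO2) of compound exposure in infected erythrocytes (0.05% parasitemia, 2% hematocrit). Luciferase-reporter P. falciparum; decreased luminescence indicates inhibited growth, aimed at apicoplast-acting delayed death.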
HCV inhibitor: blocks hepatitis C virus; Huh7.5.1 HCVcc-Cre infection, luciferase reporter, 44 h; Potency, µM (series often up to 41.8 µM), for the others: at the highest dose activity change, negative = inhibition, most hits filed as inhibitors; 3.4% of 340,000 active; AID 651820; further: potency means the concentration at half of the fitted maximal effect; on the % scale 0 is the no-effect control and ±100 the full control effect
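Infectious HCVcc-Cre (~0.5 moi) was added to cells just after compound, with cells seeded 4 h earlier at 1,000 per well. Luciferase activity after 44 h culture reported infection; substrate was incubated 15 min at room temperature before reading.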
Shiga inhibitor: Shiga toxin inhibition. AID 2315. 9.2% of 290,000 active. inhibition, % at 38.7 µM. Vero cells, Shiga toxin protein synthesis inhibition reporter; in the data active means inhibition mostly above about 28%, no sharp cut-off; inactive means mostly below about 43%; further: 0% is about no effect
Cycloheximide cs: counter-screen hit for Shiga toxin inhibitors, cycloheximide | cell reporter, cycloheximide protein synthesis inhibition counterscreen | max response, % | 12% of 300,000 active | AID 2314; in the data active means max response mostly above about 13%, no sharp cut-off; inactive means mostly below about 14%; further: read at 38.3 µM for the half of the compounds with a filed dose; 0% is about no effect
Pf growth 48h: P. falciparum growth inhibition at 48 hours (one generation); P. falciparum luciferase growth in erythrocytes, 48 h; Potency, µM (titrated, usually from 28.7 µM), for inactives: at the top dose activity change, negative = inhibition, hits mostly inhibitors; 5.9% of 310,000 active; AID 504832; further: potency means the concentration at half of the fitted maximal effect; on the % scale 0 is the no-effect control and ±100 the full control effect
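Luminescence readout; reporter = integrated firefly luciferase in P. falciparum. RBC culture at 2% hematocrit, 0.1% parasitemia final, 37 C/5% CO2; decreased signal taken as growth inhibition.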
Tb PYK inh: blocks Trypanosoma brucei pyruvate kinase; Q57TT1; TbPYK enzyme, Kinase-Glo Plus ATP luminescence, 45 min; Potency, µM (top dose mostly 76.8 µM), for inactives: at the top dose activity, negative = inhibition, most hits filed as inhibitors; 0.12% of 410,000 active; further: potency means the concentration at half of the fitted maximal effect; on the % scale 0 is the no-effect control and ±100 the full control effect; nearly all actives have a fitted effect of over 50% in size
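Glycolytic pyruvate kinase of T. brucei was incubated with substrate, test compound and 130 uM ADP for 45 minutes at room temperature. Luminescent Kinase-Glo Plus signal was measured after 10 minutes.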
LmPK inhibitor: LmPK (Leishmania mexicana) enzyme inhibition; 0.37% of 290,000 active; Potency, µM (doses to about 57.5 µM), for inactives: at the top dose activity change, negative = inhibition, actives largely listed as inhibitors; Q27686; purified LmPK, Kinase-Glo ATP luminescence, 1 h; further: potency means the concentration at half of the fitted maximal effect; on the % scale 0 is the no-effect control and ±100 the full control effect
Target sequence (Q27686 whole entry, looked up): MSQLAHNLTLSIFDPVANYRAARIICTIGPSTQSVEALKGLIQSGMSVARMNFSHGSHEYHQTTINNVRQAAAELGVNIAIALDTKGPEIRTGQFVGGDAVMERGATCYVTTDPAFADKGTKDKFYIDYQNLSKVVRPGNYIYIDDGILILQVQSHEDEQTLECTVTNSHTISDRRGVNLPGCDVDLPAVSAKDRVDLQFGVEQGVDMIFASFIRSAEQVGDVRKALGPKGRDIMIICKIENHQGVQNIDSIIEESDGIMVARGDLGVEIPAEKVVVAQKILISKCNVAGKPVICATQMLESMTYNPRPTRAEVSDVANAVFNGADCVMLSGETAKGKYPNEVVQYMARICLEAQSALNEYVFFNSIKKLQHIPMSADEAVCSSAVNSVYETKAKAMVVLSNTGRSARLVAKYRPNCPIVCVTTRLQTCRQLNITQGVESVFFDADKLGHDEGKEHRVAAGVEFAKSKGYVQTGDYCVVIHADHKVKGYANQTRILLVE
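Kinase-Glo luminescence read after 1 h RT reaction of 0.1 nM LmPK with 0.5 mM PEP and 0.1 mM ADP. Activity scaled between uninhibited and enzyme-free controls.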
* marks the source's active call; other numbers are inactive results; ? = inconclusive; / = no result given; [ ] = remark or other dose. Unless noted, the call rests on the fitted dose curve; in most records, active means well fitted curve in the direction sought with a large enough effect; inconclusive means small, poorly fitted or top-dose-only effect, or another doubt; inactive means no such curve, though single readings can be large; an effect the other way counts as inactive or inconclusive.

SMILES	Pf growth 96h	HCV inhibitor	Shiga inhibitor	Cycloheximide cs	Pf growth 48h	Tb PYK inh	LmPK inhibitor
Cc1ccc(N2CC(C(=O)NCc3ccc(C)n3C)CC2=O)cc1 (configuration not stated)	58%[activator]	2%	-5	-2	21%	1%	-5%
COc1ccc(N2CCN(CCC3Oc4cc([N+](=O)[O-])ccc4NC3=O)CC2)cc1 (configuration not stated)	?	-2%	-10	1	?	3%	-4%
O=C(COC(=O)c1ccccc1NS(=O)(=O)c1cccs1)NCC12CC3CC(CC(C3)C1)C2	-24%	?	-4	8	4%	1%	1%
Cc1nc2ccc(S(=O)(=O)NCC(=O)Nc3cccc(F)c3)cc2s1	8%	3%	-15	-3	16%	6%	2%
COC(=O)c1ccc(NC(=O)c2cccc(NC(=O)c3ccccc3)c2)cc1	8.3µM*	-28%	52	-1	-16%	0%	-6%
CNC(=S)N(CCc1c(C)[nH]c2ccc(C)cc12)Cc1cc(OC)c(OC)c(OC)c1	10µM*	-28%	-9	-3	0%	-5%	-1%
Cc1c(CN(C)C(=O)c2sc3cc(Cl)ccc3c2Cl)cnn1C	46%[activator]	22µM*	-15	-1	?	-2%	0%
O=C(O)C12CC3CC(C1)CC(n1ncc(NCc4ccco4)c(Cl)c1=O)(C3)C2	-16%	-12%	11	6	?	-4%	5%
Cc1nc(-c2nnc(-c3ccccc3)o2)c(C(F)(F)F)o1	12%	13%	49*	28*	55%[activator]	-1%	1%
O/N=C/c1cc(Br)ccc1OCc1cccc(F)c1	118%[activator]	?	93	26*	46%[activator]	-2%	1%
CCCN(CC(=O)Nc1ccc(C(N)=O)cc1)CC(=O)Nc1ccc(Cl)cc1Cl	-23%	-4%	-11	-7	0%	1%	0%
Cc1ccc(S(=O)(=O)N2CCC(C(=O)NCC(C)(C)N3CCOCC3)CC2)c(C)c1	?	2%	/	/	-9%	-5%	/
CCOc1ccc(NC(=S)NCCN2CCN(Cc3ccccc3)CC2)cc1	32%[activator]	?	-16	9	?	0%	1%
O=C(O)CCn1cc(-c2ccc(F)cc2)nc1-c1ccncc1	68%[activator]	13%	/	/	-19%	1%	/
NC(=O)N[C@@H](Cc1c[nH]c2ccccc12)C(=O)OCC(=O)N1CCCCC1	68%	2%	-4	-2	12µM*	28%	2%
CCN(C)c1ccc(/C=N\n2nnnc2N)cc1	2.6µM*	-15%	65*	29*	197%[activator]	-6%	-4%
Cc1ccsc1-c1nc(CN2CCCC2c2ccc(F)cc2)c(C)o1 (configuration not stated)	4%	-1%	20	-3	?	0%	8%
CCS(=O)(=O)c1nc(S(=O)(=O)c2ccc(C)cc2)c(NCCCn2ccnc2)s1	?	4%	13	-2	-5%	0%	2%
CN(Cc1ccccc1)C(=O)CCC(=O)N(C)Cc1ccccc1	/	4%	113*	32*	81%[activator]	-4%	-5%
CC(C)N(CCC#N)C(=O)Nc1ccc2c(c1)CCO2	3%	0%	17	2	30%[activator]	0%	-1%
Cc1ccccc1CN1CCNC(=O)C1CC(=O)O (configuration not stated)	17%	6%	-8	-3	18%	3%	3%
COc1ccc(/C=N/NC(=O)CNC(=O)c2ccc3c(c2)OCCO3)cc1OC	59%[activator]	5%	-14	-1	18%	0%	-4%
O=[N+]([O-])c1ccc(CN2CCCCCC2)s1	?	10%	-5	-4	9%	3%	-7%
CCSc1ncnc2sc3c(c12)CCC3	-24%	25µM*	-2	-1	/	4%	3%

Compounds listed so far that have a nitro group on carbon:
SMILES	Pf growth 96h	HCV inhibitor	Shiga inhibitor	Cycloheximide cs	Pf growth 48h	Tb PYK inh	LmPK inhibitor
COc1ccc(N2CCN(CCC3Oc4cc([N+](=O)[O-])ccc4NC3=O)CC2)cc1 (configuration not stated)	?	-2%	-10	1	?	3%	-4%
O=[N+]([O-])c1ccc(CN2CCCCCC2)s1	?	10%	-5	-4	9%	3%	-7%

(continued)
SMILES	Pf growth 96h	HCV inhibitor	Shiga inhibitor	Cycloheximide cs	Pf growth 48h	Tb PYK inh	LmPK inhibitor
CSCC[C@H](NC(=O)Nc1cccc(Br)c1)C(=O)O	43%[activator]	18%	11	-3	40%	-1%	12%
Nc1nc2ccc(S(=O)(=O)c3ccc4nc(N)sc4c3)cc2s1	-2%	1%	-5	-3	-12%	-3%	5%
COc1ccc(S(=O)(=O)N(CC(=O)Nc2cc(C)on2)Cc2ccccc2)cc1	1%[5.75 µM]	?	-15	8	?	-4%	4%
CC1CC(C)(C)NC(=S)N1CCC(=O)N1CCc2ccccc2C1 (configuration not stated)	?	-17%	-7	2	-11%	-8%	-2%
COc1cccc(CNC(=O)c2cc3c(cc2Cl)N2CCCCCC2=NS3(=O)=O)c1	5%	-11%	/	/	?	-1%	/
COC(=O)c1cccc(C(=O)Nc2ccc(F)cc2)n1	41%[activator]	10%	6	6	39%[activator]	2%	-7%
COC(=O)c1ccc2c(CCO)c[nH]c2c1	31%	1%	37*	25*	141%[activator]	4%	-3%
c1ccc(-c2nnc(-c3ccccn3)s2)nc1	197%[activator]	12%	54*	59*	26%	?	13µM*
CC(C)CN(C(=O)C(c1ccccc1)c1ccccc1)c1c(N)n(CC(C)C)c(=O)[nH]c1=O	-16%	4%	13	6	?	1%	-5%
CC1(C)CC(=O)C2=C(C1)OC1=C(C(=O)CC(C)(C)C1)C2c1ccccc1	?	?	-12	-5	/	2%	5%
COc1ccc(Cl)cc1C(=O)NNC(=S)NC(=O)c1ccc(F)c(F)c1	17%	-5%	-4	-2	-4%[0.00184 µM]	1%	-2%
CCOC(=O)N1CCN(C(=O)c2ccc3c(c2)N=C(CC)c2cc(C)ccc2S3)CC1	?	?	-12	2	?	0%	2%
Cc1ccc(C)c(N(CC(=O)NCc2ccco2)C(=O)CNS(=O)(=O)c2ccc(F)cc2)c1	-1%	10%	-3	9	?	2%	0%
Cc1cccc(N2C(=O)C3C(c4ccccc4)OC4(C(=O)c5ccccc5C4=O)C3C2=O)c1 (configuration not stated)	1%	5%	-12	8	?	-1%	12%
COc1ccccc1CN(C(=O)Cc1cccs1)C(C(=O)NC1CCCC1)c1ccncc1 (configuration not stated)	17%	4%	-1	-4	?	-11%	1%
COc1ccc(/C=C/C(=O)Nc2ccc(C)cc2)cc1S(=O)(=O)N1CCOCC1	12µM*	?	21	11	?	1%	2%
COC(=O)C1(CCSC)NC(c2ccc(O)cc2)C2C(=O)N(c3ccc(F)cc3)C(=O)C21 (configuration not stated)	354%[activator]	-1%	-15	3	1%	-4%	-5%
CCCCN(C(=O)CSCC(=O)Nc1cccc(C)c1)c1c(N)n(Cc2ccccc2)c(=O)[nH]c1=O	?	-4%	/	/	?	0%	/
CC(CC(=O)NCc1cccnc1)c1ccccc1 (configuration not stated)	?	4%	4	4	-8%	3%	6%
CCN(CC)C(=O)c1cccc(NC(=O)c2cc(C3CC3)nc3c2cnn3C(C)C)c1	5.2µM*	7.1µM*	/	/	?	7%	/
COc1ccccc1/C=C\C=N\NC(=O)c1ccco1	-21%	-4%	153*	39*	-9%	1%	0%
Cn1cc(C(=O)NS(=O)(=O)Nc2ccc(Br)cn2)c2ccccc21	35%[activator]	2%	22*	26*	0%	1%	0%
O=c1ccc(-c2nc3ccccc3n2Cc2ccc(Cl)cc2)c[nH]1	9.3µM*	0%	-1	-12	5.9µM*	-17%	3%
COc1cc(OC)c(C2=NOC(C(=O)Nc3ccc4c(c3)OCO4)C2)cc1Cl (configuration not stated)	?	?	9	1	-3%[5.75 µM]	2%	0%
COC(=O)C1[C@H]2SC(C)(C)C(C(=O)OC)N2C(=O)N1Cc1nc2ccccc2s1 (some centres not stated)	-39%	17%	6	1	-29%	-7%	8%
CN(C)CCOc1cc(Cl)cc(Cl)c1	23%	0%	-9	2	11%	1%	2%
Cc1ccc(CNC(=O)CSc2nccn(-c3ccc(C)c(F)c3)c2=O)cc1	9%	0%	/	/	-17%	3%	/
CCn1c(SCC(=O)Nc2ccc3c(c2)OCCO3)nc2c(c1=O)SC(C)C2 (configuration not stated)	7%	?	5	-3	-28%	5%	0%
Cc1ccc(Cn2c(SCC(=O)NCC3CCCO3)nc3c(sc4ccccc43)c2=O)cc1 (configuration not stated)	-3%	-19%	-5	-4	/	-2%	1%
O=C(NCc1cccnc1)C(=O)NCC1OCCN1S(=O)(=O)c1ccc(Cl)cc1 (configuration not stated)	-12%	-4%[8.37 µM]	-12	-1	0%	3%	2%
COc1ccc(C(CNC(=O)c2ccc(NS(=O)(=O)c3cccc([N+](=O)[O-])c3)cc2)N2CCOCC2)cc1 (configuration not stated)	?	4%	14	-2	?	1%	-8%
Cc1ccccc1Cn1nc(C)c(NC(=O)c2noc3c2CCCC3)c1C	?	-9%	-6	0	?	-11%	0%
O=C(NNc1c(Cl)cccc1Cl)c1cccs1	-20%	3%	-9	10	?	-7%	1%
O=C(CCCn1c(=S)[nH]c2ccccc2c1=O)NC1CCCC1	0.52µM*	-18%	-20	-5	0%	/	3%
Cc1ccccc1Cn1nc(C)c(NC(=O)c2cc3nc(-c4ccco4)cc(C(F)(F)F)n3n2)c1C	/	?	3	2	13µM*	-4%	-5%
COCCn1c(SCC(=O)NCc2ccc3c(c2)OCO3)nnc1C(C)C	12%	-3%	-12	-11	17%	-1%	-8%
CC(C)c1ccc(-c2cc(C(=O)N3N=C(C(F)F)CC3(O)C(F)F)c3ccccc3n2)cc1 (configuration not stated)	/	?	83*	23*	?	4%	3%
CCOC(=O)C1CCCN(Cc2cc(=O)oc3cc(C)c(C(C)C)cc23)C1 (configuration not stated)	0%	?	21	11	-25%	4%	-1%
O=C(O)COc1ccccc1-c1ccccc1	33%[activator]	7%	3	-2	51%[activator]	-1%	-2%
Cc1ccc(-c2nnc(SCC(=O)NNC(=O)COc3cccc4ccccc34)n2C)cc1	-1%	2%	-10	-2	4%	/	0%
COc1cccc(N2C(=O)C(CC(=O)Nc3ccccc3)N(C3CCCCC3)C2=O)c1 (configuration not stated)	?	9%	-8	1	?	-2%	4%
CCCCn1c(N)c(N(CC)C(=O)C(c2ccccc2)c2ccccc2)c(=O)[nH]c1=O	-4%	20%	1	-4	5%	3%	1%
COc1ccc(NC(=O)CC2C(=O)N(c3ccc(F)cc3)C(=S)N2NC(=O)c2ccc(Cl)cc2)cc1 (configuration not stated)	58%[activator]	-46%	12	10	24%	2%	-2%
COc1ccc(C(=O)NCc2nnc(SCC(=O)Nc3nc4ccccc4s3)o2)cc1OC	7%	4%	20	-4	-15%	-23%	0%
CC(C)CNS(=O)(=O)c1ccc(CCC(=O)NCc2ccco2)cc1	/	8%	7	-2	-14%	-15%	3%
O=[N+]([O-])c1cccc(C(=Nc2cccc(Cl)c2)NO)c1	6%	5%	-6	-3	12%	4%	4%

As entered above.
`CN(Cc1ccccc1)C(=O)CCC(=O)N(C)Cc1ccccc1` in Tb PYK inh is listed with -4%
`CC(C)CN(C(=O)C(c1ccccc1)c1ccccc1)c1c(N)n(CC(C)C)c(=O)[nH]c1=O` in LmPK inhibitor is listed with -5%
`O=C(CCCn1c(=S)[nH]c2ccccc2c1=O)NC1CCCC1` in Pf growth 96h is listed with 0.52µM*
`CC(C)N(CCC#N)C(=O)Nc1ccc2c(c1)CCO2` in Pf growth 96h is listed with 3%
`COCCn1c(SCC(=O)NCc2ccc3c(c2)OCO3)nnc1C(C)C` in Pf growth 96h is listed with 12%

Screens (PubChem BioAssay)
